# ERK EGF block: EGF-driven ERK pathway inhibition. HEK293-V1b, EGF-stimulated phospho-ERK AlphaScreen. Potency, µM (highest dose often 11.5 µM), for the others: at the highest dose activity change, negative = inhibition, usual class: inhibitors. actives 0.41% (n = 130,000). AID 1454; active = well fitted inhibition curve with a large enough effect; inconclusive = small, poorly fitted or top-dose-only effect, or effect the other way;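 note: plate controls were stimulated vehicle wells for no effect and unstimulated vehicle basal for full effect; nearly all actives have a fitted effect of over 55% in size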
#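 HEK293 cells stably expressing V1b receptor, serum-reduced (1% FBS) overnight, pretreated 30 min with compound, then stimulated 5 min with 25 nM EGF; phospho-ERK detected by AlphaScreen SureFire. AC50 from Hill fits, normalized to DMSO and EGF.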
# Starred values were filed as active, the others as inactive; u = inconclusive; & = joins results of further samples; [ ] = dose if it differs, or a comment. Potency is the fitted concentration of half-maximal effect. An excerpt; the hit share may differ from the screen's.
canonical_smiles,ERK EGF block
CN(C(=O)CSc1nnc(-c2ccco2)n1N)C1CCCCC1,5%
O=C1CS/C(=N\N=C\c2ccco2)N1c1ccccc1,0%[57.5 µM]
O=C(NCCc1ccccc1)c1ccccc1F,2%
COC(=O)N1CCC2(CC1)CN(c1ccccc1)C2,8%
O=C1NC(c2ccccc2)=C(c2ccccc2)C1=O,-7%
O=C(NNc1ccc(Cl)cc1)c1sccc1Cl,-4%[57.5 µM]
CCC(=O)N[C@@H]1Cc2ccccc2[C@@H](c2ccccc2)C1,-5%
Oc1ccccc1C=NCC(O)c1ccccc1 (centres undefined),1%
Cc1ccc(S(=O)(=O)Oc2ccc(/C=N/NC(=O)c3c(Cl)cnn3C)cc2)cc1,-11%
COc1cc(C(=O)Nc2sc(C)c(C)c2C(=O)O)cc(OC)c1OC,-5%
Cc1c(C(=O)NCCSCc2c(F)cccc2Cl)cnn1-c1ccc(Cl)cc1,-7%[57.5 µM]
CCCCCC(O)(CCN1CCCCC1)c1ccc(OCC)cc1 (centres undefined),1%
Cc1ccc(NC(=O)CC2S/C(=N/N=C3\CCCc4ccccc43)NC2=O)cc1 (centres undefined),2%
Nc1nc(SCC(=O)Nc2cc(C(F)(F)F)ccc2N2CCOCC2)n[nH]1,-6%
CC(C)OC(=O)NCCOC(=O)Nc1ccc(Cl)c(Cl)c1,5%
COc1cc(NC(=S)N2CCCC(CO)C2)cc(OC)c1 (centres undefined),-22%
CC(=O)Oc1ccc(NC(=O)Cc2ccccc2)c(C(=O)O)c1,3%
CC(Sc1n[nH]c(N)n1)C(=O)Nc1ccccc1-c1ccccc1 (centres undefined),6%
OC1(c2ccccc2Cl)NN=C2CCCCCN21 (centres undefined),-13%
CCOc1ccc(CN2CCNC(=O)C2CC(=O)NCCC2=CCCCC2)cc1 (centres undefined),3%
CC[C@H](C)[C@@H](NC(=O)O[C@@H]1C(=O)c2ccc(OC)cc2O[C@H]1c1cccc(C(F)(F)F)c1)C(=O)OC,-4%
Cc1cc(N(C)NC(=S)Nc2ccccc2)nc(C)n1,3%
CCCCC/C=C\C/C=C\CCCCCCCC(N)=O,-2%&-1%
CC(C)CN(C(=O)CSc1nn(-c2ccc(Cl)cc2)c(=S)s1)C1CCS(=O)(=O)C1 (centres undefined),-7%
CCc1nnc2c(N(C)C)nc3ccccc3n12,10%
COCCNC(=O)C(=O)NCC1OCCCN1S(=O)(=O)c1cccs1 (centres undefined),-2%
Cc1nn(-c2ccccc2)c(C)c1-c1cc(C(=O)N/N=C/c2ccc(O)cc2)[nH]n1,2%[57.5 µM]
CC1=C(C(=O)Nc2ccccn2)C(c2ccc(Br)cc2)NC(=S)N1 (centres undefined),-10%
O=C(O)Cc1ccc(OCCNC[C@H](O)c2ccccc2)cc1,6%
Cc1ccc(NC(=O)C2CC(=O)n3c(nc4ccccc43)N2)cc1C (centres undefined),-11%[57.5 µM]
Cc1cc(C)c2cccc(N)c2n1,-17%
O=C1c2ccccc2C(=O)N1c1ccc(Cc2ccncc2)cc1,-3%[57.5 µM]
CCCCc1nc2ccccc2c(NC(=O)CN2CCN(C)CC2)c1CCC,-2%
Cc1cc(C)cc(NC(=O)Nc2cc(S(=O)(=O)N(C)C)ccc2C)c1,0%[57.5 µM]
Cc1ccccc1N1CN(Cc2ccco2)CNC1=S,4%
COc1ccc(NC(=O)C(c2ccccc2)N(C)C(=O)c2ccc(=O)[nH]c2)cc1 (centres undefined),-3%
CSc1ccc(S(=O)(=O)NCCCOC(C)C)cc1,-3%[57.5 µM]
COCCn1c(C)cc(C(=O)Cn2nc(C(=O)O)c3ccccc3c2=O)c1C,-9%
Cc1cc(C)c(CN2CCN(Cc3ccc(C)o3)C(CCO)C2)c(-n2cccn2)c1 (centres undefined),7%
O=C(CCC(=O)N1CCN(c2ccccc2)CC1)Nc1nnc(C2CCCCC2)s1,5%[57.5 µM]

# Structural class: the compounds so far with a COOH group.
canonical_smiles,ERK EGF block
COc1cc(C(=O)Nc2sc(C)c(C)c2C(=O)O)cc(OC)c1OC,-5%
CC(=O)Oc1ccc(NC(=O)Cc2ccccc2)c(C(=O)O)c1,3%
O=C(O)Cc1ccc(OCCNC[C@H](O)c2ccccc2)cc1,6%
COCCn1c(C)cc(C(=O)Cn2nc(C(=O)O)c3ccccc3c2=O)c1C,-9%

# Remaining list, next part:
canonical_smiles,ERK EGF block
CCn1nc(C)cc1C(=O)N1CCCC(CCC(=O)NCc2ccccc2F)C1 (centres undefined),-6%
CCCCc1ccc(S(=O)(=O)N2CCN(C(=O)c3ccco3)CC2)cc1,-3%
COC(=O)NCC(c1cccnc1)N1CCN(c2ccccc2)CC1 (centres undefined),5%
Cc1nn(CC(=O)NCc2ccc(Cl)cc2)c(C)c1[N+](=O)[O-],16%
COC(=O)c1ccc(COc2cccc(C)c2C)cc1,-6%
CCCNC(=O)C(=O)Nc1ccc(N(C)C)cc1,-2%
Cc1ccccc1OCC(=O)Nc1ccccc1-c1ccccc1NC(=O)COc1ccccc1C,4%
O=C(Cc1c[nH]c2ccccc12)Nc1ccc(N2CCOCC2)cc1,-5%
N#CC(c1ccccc1)N(CCCCl)C(=O)c1ccc(Br)cc1 (centres undefined),-5%
O=C(NC1CCCC1)c1ccc(CSc2nc3ccncc3n2Cc2ccc(F)cc2)cc1,-1%
C=CCn1c(SCC(=O)c2c(N)n(C)c(=O)n(C)c2=O)nnc1-c1ccccc1F,-3%
CCOc1ccc(C2NC(=S)NC3=C2CCc2ccccc23)cc1 (centres undefined),0%[57.5 µM]
C=CCOC(=O)N[C@H](c1cccc(C(F)(F)F)c1)C(C(C)=O)C(C)=O,-4%
Cc1cc(C)c(C)c(S(=O)(=O)NC(C(=O)O)C(C)C)c1C (centres undefined),-1%
COc1ccc([C@@H]2C[C@H](c3ccccc3)Oc3cc(C)cc(C)c32)cc1,-19%[57.5 µM]
O=C(NNc1ccc(Cl)cc1)c1c(F)cccc1Cl,7%[57.5 µM]
COc1ccc(N2CCN(C(=O)CSc3nnc(-c4ccco4)n3C)CC2)cc1,3%
COC(=O)N1CCC[C@@]2(CCN(c3ncccn3)C2)C1,-4%
O=[N+]([O-])c1ccc(Oc2cccnc2)nc1,8%[57.5 µM]
CC(=O)NCCc1ccc(O)cc1,13%[57.5 µM]
O=C(Nc1ccccc1Cl)c1ccc2nsnc2c1,u
CCc1nc(SCC(=O)NNC(=O)c2ccc(OC)cc2)c2ccccc2n1,2%
O=C(Nc1ccncc1)Nc1ccc(F)c(Cl)c1,4%
Cc1ccc(-c2nn(-c3ccccc3)cc2NC(=O)CCl)cc1,6%
Cc1ccc(OC(=O)CCC(=O)Nc2ccc(S(=O)(=O)Nc3cc(C)on3)cc2)cc1,0%
CCN(CC)CCCC(C)n1c(-c2ccccc2)nc2c(N3CCOCC3)nc(C)nc21 (centres undefined),-4%
COc1ccc([N+](=O)[O-])cc1NC(=O)c1ccccc1N(C)S(C)(=O)=O,31%[57.5 µM]
Nn1cc(-c2ccccc2)nc1SCC(=O)NCC1CCCO1 (centres undefined),-3%
CCC(=O)N1CCN(c2cc(N3CCN(C)CC3)c(F)cc2[N+](=O)[O-])CC1,1%
CC[C@H](C)[C@H](NC(=O)[C@H](Cc1ccc(O)cc1)NC(=O)[C@@H](N)C(C)C)C(=O)N[C@@H](Cc1cnc[nH]1)C(=O)N1CCC[C@H]1C(=O)N[C@@H](Cc1ccccc1)C(=O)O,-27%

CCOC(=O)c1cnc(SCC(=O)OC)nc1N
  ERK EGF block = -11%
COc1ccc(C(C)=O)cc1CN1C(=O)NC(CC(C)C)C1=O (centres undefined)
  ERK EGF block = 10%
COc1ccc(N(C(=O)CCC(=O)Nc2cc(C)on2)C(C(=O)NC2CCCC2)c2ccco2)cc1 (centres undefined)
  ERK EGF block = 1%
CCS(=O)(=O)c1ccc2oc(SCC(=O)Nc3ccc(OC)c(OC)c3)nc2c1
  ERK EGF block = -1%
O=C(NCc1ccco1)C1CC(c2cc(C(F)(F)F)cc(C(F)(F)F)c2)=NO1 (centres undefined)
  ERK EGF block = -3%[57.5 µM]
O=C(NCCc1c[nH]c2ccccc12)/C(=C\c1cccs1)NC(=O)c1ccccc1
  ERK EGF block = 4%
O=C(CCC(=O)N(CC(=O)NC1CCCC1)Cc1cccs1)Nc1nccs1
  ERK EGF block = -11%
CS(=O)(=O)N1CCN(CCN2C(=O)c3cccc4cccc(c34)C2=O)CC1
  ERK EGF block = -21%
NC(=O)c1nsc(C(=O)N(CC(=O)NC2CCCC2)Cc2ccc3c(c2)OCO3)c1N
  ERK EGF block = 3%
CS/C(N)=N/S(=O)(=O)c1ccc(NC(C)=O)cc1
  ERK EGF block = -11%[57.5 µM]

# Structures above containing bromine:
CC1=C(C(=O)Nc2ccccn2)C(c2ccc(Br)cc2)NC(=S)N1 (centres undefined)
  ERK EGF block = -10%
N#CC(c1ccccc1)N(CCCCl)C(=O)c1ccc(Br)cc1 (centres undefined)
  ERK EGF block = -5%

# Returning to the listing, starting 3 compounds before the break.
CS(=O)(=O)N1CCN(CCN2C(=O)c3cccc4cccc(c34)C2=O)CC1
  ERK EGF block = -21%
NC(=O)c1nsc(C(=O)N(CC(=O)NC2CCCC2)Cc2ccc3c(c2)OCO3)c1N
  ERK EGF block = 3%
CS/C(N)=N/S(=O)(=O)c1ccc(NC(C)=O)cc1
  ERK EGF block = -11%[57.5 µM]
CCOC(=O)C1(Cc2cccc(OC)c2)CCCN(Cc2cnn(C)c2)C1 (centres undefined)
  ERK EGF block = -3%
Cc1cnn(-c2cc(N/N=C/c3cccc(F)c3)ncn2)c1
  ERK EGF block = 4%
CCOC(=O)c1c[nH]c(=O)c(Br)c1O
  ERK EGF block = 7%
CCOc1cc([C@@H]2C[C@H]3CN(c4ccccc4)C(=O)[C@]34CCCN24)ccc1OC
  ERK EGF block = -8%
COc1ccc(/C=N/n2cnc3c([nH]c4ccccc43)c2=O)cc1COc1ccccn1
  ERK EGF block = -4%
COC(=O)CCCC1=CC2=CC(=O)C(C)(OC(=O)CCc3ccccc3)C(=O)C2=CO1 (centres undefined)
  ERK EGF block = -1%
CCCOc1ccc(/C=N/NC(=O)CSc2ccccn2)cc1OC
  ERK EGF block = 3%[57.5 µM]
COc1cc(NC(=O)c2ccccc2Cl)c(OC)cc1NC(=O)CN1CCCCC1
  ERK EGF block = -1%
CCOC(=O)C1=C(N)OC(CCl)=C(C#N)C1c1ccsc1 (centres undefined)
  ERK EGF block = -3%
Cc1ccc(-n2c(SCC(=O)Nc3cc(S(=O)(=O)N4CCOCC4)ccc3Cl)nc3ccccc3c2=O)cc1
  ERK EGF block = 3%

CC(C)(C)C1=C(C#N)C(c2ccncc2)C(C#N)=C(N)O1 (centres undefined)
  ERK EGF block = 9%
CSc1ccc(CN(C)C(C)C(=O)Nc2ccc(F)c(F)c2F)cc1 (centres undefined)
  ERK EGF block = -1%
Cc1ccsc1CNn1cnnc1SCc1ccc(Cl)cc1
  ERK EGF block = -3%
CCc1ccc(Nc2nnc(SCC(=O)Nc3cccc(S(=O)(=O)NC4=NCCCCC4)c3)s2)cc1
  ERK EGF block = -1%
O=C(NNc1nc2c(F)cccc2s1)c1ccc(F)cc1
  ERK EGF block = -3%
CCC(=O)NC(c1ccc(C)cc1)c1cc([N+](=O)[O-])c2cccnc2c1O (centres undefined)
  ERK EGF block = 3%
COCCCNC(=O)Cn1c(=O)n(CC(=O)NCCc2ccc(OC)c(OC)c2)c(=O)c2sccc21
  ERK EGF block = -5%
C(=N\N(Cc1ccccc1)c1ccccc1)/c1ccco1
  ERK EGF block = u
Cc1cc(NC(=O)C(=O)NCCN2CCN(S(C)(=O)=O)CC2)ccc1Br
  ERK EGF block = -6%
Clc1ccc(/C=N/Nc2ccccn2)cc1
  ERK EGF block = -4%

# Continued, starting with the last 4 of the part before.
COCCCNC(=O)Cn1c(=O)n(CC(=O)NCCc2ccc(OC)c(OC)c2)c(=O)c2sccc21
  ERK EGF block = -5%
C(=N\N(Cc1ccccc1)c1ccccc1)/c1ccco1
  ERK EGF block = u
Cc1cc(NC(=O)C(=O)NCCN2CCN(S(C)(=O)=O)CC2)ccc1Br
  ERK EGF block = -6%
Clc1ccc(/C=N/Nc2ccccn2)cc1
  ERK EGF block = -4%
Cc1cccc(N2CCN(C(=O)CN3C(=O)C4CC=CCC4C3=O)CC2)c1C (centres undefined)
  ERK EGF block = -1%
O=C(CNCc1cccc2ccccc12)Nc1ccccc1[N+](=O)[O-]
  ERK EGF block = 1%
COc1cc(S(=O)(=O)N2CCN(c3ccccc3F)CC2)c(OC)cc1Cl
  ERK EGF block = 8%
CCc1ccc2c(c1)C(c1ccc([N+](=O)[O-])cc1)=NNC(c1ccc(C)cc1)=N2
  ERK EGF block = 1%
COc1ccc(/C=C(\C#N)C(=O)Nc2cccc3ncccc23)cc1OC
  ERK EGF block = u
COC(=O)c1c(C)[nH]c(-c2csc(N)n2)c1C
  ERK EGF block = 3%
O=C1c2ccccc2C(Nc2ccc3c(c2)OCCO3)N1Cc1ccco1 (centres undefined)
  ERK EGF block = 10%
Brc1ccc(-c2cnco2)cc1
  ERK EGF block = -17%
Cc1noc(C)c1C(=O)N1CCC2(CCCN(Cc3ccccc3)C2)CC1
  ERK EGF block = -9%
N#CC1=C(N)NC(SCc2ccc(Br)cc2)=C(C#N)C12CCCCC2
  ERK EGF block = 4%

Cc1ccc(C)c(S(=O)(=O)N2CCN(CC(=O)Nc3ccc([N+](=O)[O-])cc3)CC2)c1
  ERK EGF block = 9%
Cc1cc(C(=O)NCC(=O)OCC(=O)N(C2CCCCC2)C2CCCCC2)ccc1[N+](=O)[O-]
  ERK EGF block = -18%
Cc1ccc([N+](=O)[O-])cc1S(=O)(=O)N1CCC(C)CC1
  ERK EGF block = 2%
FC(F)(F)c1cc(CN2CC[C@@]3(CCCNC3)C2)cc(C(F)(F)F)c1
  ERK EGF block = -3%
CC(C)CC(NC(N)=O)C(=O)Nc1cccc([N+](=O)[O-])c1 (centres undefined)
  ERK EGF block = -4%
O=C(Oc1c(-c2ccco2)oc2ccccc2c1=O)c1cccnc1
  ERK EGF block = -4%
CN(C)c1nc(NCc2ccccc2)nc(N/N=C/c2ccc3c(c2)OCO3)n1
  ERK EGF block = -1%
